ER stress rescue: protection against thapsigargin-triggered cell killing – 384-well, CSM14.1, ATP luminescence, primary screen (AID 1222); CSM14.1 thapsigargin-induced death rescue, ATP luminescence; higher % means a stronger effect; cellular ATP content (survival), % at 20 µM, or EC50 in µM where a hit was titrated; 190,000 tested, under 10 active;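 active = EC50 below 50 µM in the dose-response confirmation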;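 also: death triggered by thapsigargin at about 15 µM added after 2 h compound pretreatment; cell ATP read after overnight thapsigargin exposure of roughly 18 to 22 hours; normalized against plate controls of thapsigargin alone and 5% DMSO vehicle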
MT stabilize HCS: stabilizes microtubules in HeLa cells; HeLa tubulin immunostaining HCS, 24 h; share of cells brighter than vehicle mean+2SD; 200,000 tested, 0.83% active; % tubulin-high responders, % at 10 µM;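 active = plate Z-score above 3 for both tubulin-high and condensed-nucleus cell shares, with cell loss under 80%, at 10 µM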;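 also: anti alpha tubulin signal scored within the nucleus-defined area of each cell; some results filed as inactive read as strong as hits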
Insulin prom up: MIN6 insulin promoter up-regulation | AID 1625 | MIN6 insulin promoter-GFP reporter, high-content imaging; active compounds read high | z-score at 5 µM | 190,000 tested, 0.3% active;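 active = z-score above 3 at 5 µM with at least 500 cells counted in the well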
WT yeast gro inh: growth inhibition of WT yeast, mitochondrial fusion screen; 190,000 tested, 2.1% active; mitochondrial fusion phenotypic screen, WT strain; inhibition, % at 10 µM; in the data active = inhibition above about 58%; tested in S. cerevisiae
Autophagy mod: autophagy modulation, high-content screen | calls only at 10 µM (by protocol) | 190,000 tested, 0.98% active | MEF GFP-LC3 puncta imaging; test concentration mostly 10 µM;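 active = percentage of spot-positive cells more than 3 SD above its plate mean, without a fluorescence outlier flag or 80% toxicity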;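 also: spot-positive cell cutoff set from DMSO-treated cells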
Lipid droplet: modulators of hepatic lipid droplet formation | AML12 mouse hepatocytes, oleate lipid droplets, BODIPY imaging | inhibition, % at 6.5 µM | 240,000 tested, 0.4% active;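 active = lipid droplet intensity inhibited by at least 50%, with more than 500 cells counted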
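Material: mouse AML12 hepatocyte cell line, fixed after treatment; Timing: compound with oleate, overnight; Technique: high-content imaging of BODIPY-stained droplets and DAPI nuclei; Probe or stimulus: oleate, 100 µM final; Dosing: compound at 6.5 µM only.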
b-catenin transl: alters nuclear translocation of beta-catenin in HeLa cells. 190,000 tested, 0.3% active. nuclear translocation activity, % at 5 µM. AID 1665. immunofluorescence imaging;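 active = nuclear translocation activity above 50% at 5 µM, with a well cell count of 50 or more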;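 also: per-cell ratio of nuclear to cytoplasmic median beta-catenin stain intensity; plate controls were DMSO negative control for no effect and GSK-3 inhibitor IX positive control for full effect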
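Test system: HeLa cells, endogenous beta-catenin; Compound: single 5 µM dose plus 0.02–20 µM confirmation series; Times: compound exposure 24 h at 37°C; Signal: fluorescence imaging of beta-catenin antibody stain plus DAPI; Read-out: % activation, nuclear-to-cytoplasmic median beta-catenin signal ratio per cell.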
Dynein transport: dynein cargo transport inhibition. 3617.4 mouse cells, GR-EGFP nuclear translocation imaging; test concentration mostly 20 µM; stimulated with dexamethasone, 1 µM; active compounds read low. z-score, hits read low. 220,000 tested, 0.47% active. AID 1381;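 active = plate z-score of nuclear minus cytoplasmic receptor signal below a set negative limit, without overly bright fluorescence or cell loss, cut at about -3.5 in these data, passing the limit was not always enough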;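 also: z-score of nuclear minus cytoplasmic ring GR-EGFP intensity difference per well; some compounds called inactive have numbers as strong as hits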
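Buffer or medium – tet-free medium with charcoal-stripped serum · Signal – automated 10x imaging of fixed Hoechst-stained cells · Also added – dexamethasone agonist, 1.0 µM final, for 30 min · Incubation – induction 48 h, compound 1 h, agonist 30 min · Read-out – GR-EGFP nuclear translocation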
XIAP displacement: XIAP antagonists, biochemical, IAP family, fluorescence polarization (AID 1018); XIAP BIR domain, fluorescence polarization peptide displacement; higher % means a stronger effect; one-dose displacement, % at 20 µM; IC50 in µM for titrated hits; 200,000 tested, 0.007% active; in the data active = displacement above about 50%; also: a part of the inactive calls stands beside numbers as strong as those of hits
WT yeast gro inh mutant strain: second read-out of WT yeast gro inh, no call of its own (marks repeat the call); inhibition, %; mitochondrial fusion phenotypic screen, mutant strain inhibition
Dynein transport cytoplasmic EGFP: recorded beside Dynein transport, whose call it bears; z-score; measured here: cytoplasmic GR-EGFP intensity; active compounds read high
Dynein transport nuclear GR-EGFP: also measured in Dynein transport; calls as there; z-score; measured here: nuclear GR-EGFP intensity;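 lower value marks the stronger effect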
Dynein transport cell count: further read-out of Dynein transport, marked with its call; z-score; measured here: cell count per field
Insulin prom up cell count: further read-out of Insulin prom up, marked with its call; cell count; measured here: cytotoxicity, nuclei count;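 total cells summed across four imaged fields per well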
Lipid droplet cells 6.5 µM: second read-out of Lipid droplet, no call of its own (marks repeat the call); cell count; measured here: cell count, cytotoxicity flag;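 cells counted across two imaged fields per well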
b-catenin transl cell count 5 µM: second read-out of b-catenin transl, no call of its own (marks repeat the call); cell count; measured here: cell count, cytotoxicity flag
MT stabilize HCS Hoechst-high %: further read-out of MT stabilize HCS, marked with its call; % Hoechst-high responders; measured here: nuclear condensation Hoechst responders;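 share of cells brighter than vehicle mean plus two SD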
MT stabilize HCS cytotoxicity %: further read-out of MT stabilize HCS, marked with its call; toxicity, %; measured here: cytotoxicity by cell density;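 0% = mean cell density of plate MIN control wells and 100% = no cells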
Autophagy mod cell loss 18 h: second read-out of Autophagy mod, no call of its own (marks repeat the call); toxicity, %; measured here: cell loss, nuclei count;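 cell loss after 18 h compound exposure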
The depositor's hits bear a star; i = inactive; x = no result given; + = active, no number. Compounds were not picked by outcome, and some 4% of all compounds hit somewhere here.

SMILES | ER stress rescue | MT stabilize HCS | MT stabilize HCS Hoechst-high % | MT stabilize HCS cytotoxicity % | Insulin prom up | Insulin prom up cell count | WT yeast gro inh | WT yeast gro inh mutant strain | Autophagy mod | Autophagy mod cell loss 18 h | Lipid droplet | Lipid droplet cells 6.5 µM | b-catenin transl | b-catenin transl cell count 5 µM | Dynein transport | Dynein transport cytoplasmic EGFP | Dynein transport nuclear GR-EGFP | Dynein transport cell count | XIAP displacement
Nc1[nH]n(-c2ccccc2)c(=O)c1N=Nc1ccccc1[N+](=O)[O-] | -1.6% | 1.3 | 1.4 | 5.2 | -1.12 | 853 | 2.9 | 14.5 | i | -12.9 | 7.4 | 775 | x | x | 0.105 | -0.149 | 0.436 | 0.000664 | 5.9%
O=C(NCCCCCCOC1=NS(=O)(=O)c2ccccc21)C(=O)Nc1ccccc1 | 2.4% | 2.0 | 3.1 | 3.7 | -1.65 | 1289 | -2.3 | -23.1 | i | 18.4 | -9.5 | 720 | 4.8 | 1095 | 0.406 | -0.254 | 0.127 | 0.57 | -6.3%
CN(Cc1ccncn1)C(=O)CC1C(=O)NCCN1Cc1cccc(Oc2ccccc2)c1 (stereo not drawn) | 0.4% | 1.7 | 1.2 | 6.5 | 0.13 | 1462 | -6.0 | -0.5 | i | 1.2 | -2.5 | 691 | 1.9 | 1016 | 0.365 | -0.173 | 0.0911 | -0.522 | -2.1%
O=C(NCC1CCCO1)c1cc(-c2ccco2)nc2ccccc12 (stereo not drawn) | 0.5% | 4.5 | 2.0 | 5.7 | -0.82 | 1413 | -1.1 | -7.7 | i | 2.3 | x | x | -0.4 | 946 | -0.536 | -0.218 | -0.0211 | -0.154 | -1.8%
CSc1nc2ccc(S(=O)(=O)N(C)C)cc2s1 | -0.6% | 1.1 | 1.7 | 6.4 | -0.19 | 869 | -11.7 | -4.2 | i | -0.4 | -0.8 | 772 | -3.9 | 1200 | 0.0467 | 0.0175 | -0.0649 | -0.157 | -5.2%
O=C(CCCCn1c(=O)[nH]c2ccsc2c1=O)NCCc1ccccc1 | -1.5% | 4.8 | 1.5 | 9.0 | 0.31 | 1077 | -19.9 | -4.8 | i | -0.3 | -1.3 | 709 | -1.5 | 1089 | 1.22 | -0.25 | 0.623 | -1.58 | -2.8%
Nc1c(CO)nnn1-c1ccccc1 | -1.7% | 2.5 | 2.7 | 5.0 | 0.11 | 1091 | -30.5 | -7.8 | i | -1.0 | 2.6 | 737 | -0.4 | 478 | 0.251 | -0.254 | -0.184 | -0.217 | -5.8%
CC(C)=C1C2CCC1C(C(=O)NCc1ccccc1)C2C(=O)O (stereo not drawn) | 3.7% | 1.9 | 2.2 | 9.4 | 1.46 | 1549 | 10.2 | 6.9 | i | -3.4 | x | x | -9.4 | 998 | 0.3 | -0.215 | 0.317 | -0.175 | 0.8%
CCOC(=O)C1C(c2ccccc2)NC(=S)NC1(C)O (stereo not drawn) | 3.4% | 1.9 | 1.0 | 1.3 | x | x | -12.3 | -1.2 | i | 17.0 | 5.1 | 705 | -1.4 | 1099 | 0.0595 | -0.224 | 0.0705 | -0.506 | -11.0%
CC(C(=O)NCC1CCCO1)n1cc([N+](=O)[O-])cn1 (stereo not drawn) | -0.1% | 1.4 | 1.2 | 0.4 | -1.23 | 1619 | 6.4 | 4.5 | i | 20.9 | 2.9 | 634 | -0.9 | 970 | -0.606 | -0.000126 | -0.0743 | 0.444 | -2.3%
CC1=NNC(=O)c2ccccc2O1 | -0.9% | 2.1 | 2.1 | 5.5 | x | x | -7.3 | -0.7 | i | 7.3 | 6.5 | 705 | 1.1 | 1495 | -0.771 | -0.204 | -0.148 | 0.152 | -19.0%
CCOC(=O)c1c(C)[nH]c(C(=O)N/N=C\c2ccccc2Cl)c1C | -1.2% | 22.6* | 42.0* | 32.8* | -0.12 | 1171 | 0.9 | -2.1 | + | 74.1* | 13.5 | 664 | 48.8 | 558 | -0.373 | -0.174 | -0.326 | -0.0409 | 0.7%
c1ccc(-c2nn[nH]n2)cc1 | x | x | x | x | -0.51 | 1035 | x | x | x | x | -0.4 | 689 | 1.2 | 1311 | 0.527 | -0.262 | 0.947 | -0.356 | x
Cc1ccc(Nc2cc(C)nc3nc(C)nn23)cc1 | 0.5% | 3.2 | 2.8 | 4.6 | -0.25 | 1146 | 15.8 | -5.5 | i | 29.9 | -0.5 | 768 | 2.1 | 505 | 0.99 | -0.247 | 1.71 | -0.901 | -3.3%
N#C/C(=N/Nc1ccccc1F)C(=N)N1CCOCC1 | -2.2% | 2.9 | 2.1 | 3.8 | 0.53 | 1668 | -20.1 | -21.3 | i | 18.5 | x | x | -1.1 | 1313 | 1.57 | -0.0999 | 1.6 | -2.06 | -3.8%
CCC(C)NCCOc1ccc(C(C)(C)c2ccccc2)cc1 (stereo not drawn) | -3.4% | 8.0 | 2.0 | 5.3 | 0.06 | 1380 | 64.9 | 65.9 | i | 3.6 | 51.2* | 694* | 0.4 | 814 | 0.382 | 1.36 | 0.676 | -1.04 | -13.4%
CCCCN(C(=O)CNC(=O)c1cccs1)C(C(=O)NC1CCCC1)c1ccncc1 (stereo not drawn) | 3.2% | 2.6 | 2.2 | 3.9 | 0.65 | 1380 | -12.8 | 13.1 | i | 4.7 | 3.7 | 744 | 0.6 | 1575 | -0.208 | -0.328 | -0.107 | 0.404 | -0.4%
CC(=O)Nc1ccc(S(=O)(=O)Nc2nc(CN3CCOCC3)nc3sc4c(c23)CCCC4)cc1 | 1.4% | 0.7 | 1.5 | 4.2 | x | x | -11.8 | -12.4 | i | -3.3 | -6.8 | 751 | -1.4 | 1170 | -0.176 | -0.129 | -0.0205 | 0.267 | -5.2%
COc1ccccc1/C=N/N(C(C)=O)c1nc(-c2ccc(F)cc2)cs1 | -0.8% | 2.8 | 1.9 | 3.4 | -0.09 | 1594 | -11.2 | -13.6 | i | -17.1 | x | x | -0.4 | 1328 | -0.237 | -0.0469 | 0.327 | 1.14 | -0.4%
O=C(NNc1c2ccccc2nc2ccccc12)C12CC3CC(CC(C3)C1)C2 | x | x | x | x | -0.03 | 963 | x | x | x | x | -26.5 | 590 | 0.6 | 1269 | 0.697 | -0.193 | 0.586 | -0.248 | x

Some of these compounds in order of their number in Dynein transport nuclear GR-EGFP, low to high:
SMILES,Dynein transport nuclear GR-EGFP
CN(Cc1ccncn1)C(=O)CC1C(=O)NCCN1Cc1cccc(Oc2ccccc2)c1 (stereo not drawn),0.0911
Nc1[nH]n(-c2ccccc2)c(=O)c1N=Nc1ccccc1[N+](=O)[O-],0.436
O=C(NNc1c2ccccc2nc2ccccc12)C12CC3CC(CC(C3)C1)C2,0.586

Next records follow:
SMILES | ER stress rescue | MT stabilize HCS | MT stabilize HCS Hoechst-high % | MT stabilize HCS cytotoxicity % | Insulin prom up | Insulin prom up cell count | WT yeast gro inh | WT yeast gro inh mutant strain | Autophagy mod | Autophagy mod cell loss 18 h | Lipid droplet | Lipid droplet cells 6.5 µM | b-catenin transl | b-catenin transl cell count 5 µM | Dynein transport | Dynein transport cytoplasmic EGFP | Dynein transport nuclear GR-EGFP | Dynein transport cell count | XIAP displacement
CC(=O)Nc1cccc(NC(=S)Nc2ccc(F)cc2F)c1 | 1.6% | 4.5 | 3.5 | 7.9 | x | x | -23.0 | 3.6 | i | -1.3 | 2.3 | 708 | -0.3 | 888 | 0.996 | -0.193 | 0.512 | -2.08 | 5.8%
COc1ccc(/C=N/Nc2nc(Nc3ccccc3)nc(N3CCCCC3)n2)c(OC)c1 | -2.1% | 2.5 | 1.6 | 9.8 | -0.15 | 1399 | 5.5 | 18.3 | i | -7.5 | -27.0 | 759 | -2.4 | 584 | -0.632 | -0.209 | -0.251 | 0.341 | -4.7%
O=C(COC(=O)C1CCN(S(=O)(=O)c2ccc3c(c2)OCCO3)CC1)Nc1cc(C(F)(F)F)ccc1Cl | -1.4% | 5.0 | 1.6 | 6.5 | -0.7 | 1477 | 3.2 | 21.6 | i | 4.9 | -17.8 | 598 | 0.5 | 1135 | -0.0888 | -0.0819 | -0.166 | -1.28 | -9.2%
O=C(NCCc1cn2ccccc2n1)c1cc(COc2ccc3ncccc3c2)on1 | 8.9% | 4.0 | 1.8 | 0.7 | -1.82 | 1111 | -9.4 | 1.0 | i | 13.4 | -2.3 | 728 | -1.7 | 977 | 0.179 | -0.287 | -0.117 | 0.19 | -7.8%
CCCCNC(=O)CSc1nnc(-c2ccc(S(=O)(=O)N3CCCC3)cc2)n1C | 1.0% | 2.7 | 1.9 | 7.0 | 0.26 | 1279 | -9.4 | -6.2 | i | 1.2 | -5.6 | 701 | -3.4 | 1169 | 0.591 | -0.245 | 0.18 | -0.0701 | -2.6%
Cc1nn(C(C)C(=O)O)c(C)c1[N+](=O)[O-] (stereo not drawn) | -0.6% | 3.5 | 3.2 | 7.0 | x | x | -6.1 | -15.4 | i | -0.9 | -2.6 | 715 | 2.7 | 927 | 0.87 | -0.21 | 0.081 | -0.0359 | -7.1%
CC(=O)Nc1ccc(C(=O)n2nc(C)cc2C)cc1 | -0.2% | 2.8 | 1.7 | 3.6 | 1.12 | 1279 | -1.9 | -16.9 | i | 7.4 | x | x | -0.1 | 925 | -0.835 | -0.215 | 0.243 | 0.199 | -6.3%
O=C(NC(=O)c1c(Cl)cccc1Cl)Nc1ccc(Oc2cccnc2)nc1 | x | x | x | x | 0.21 | 1399 | x | x | x | x | 4.5 | 702 | -3.4 | 1274 | -0.53 | -0.272 | -0.272 | 0.874 | x
COc1ccc(N)c2c1C(=O)c1ccccc1C2=O | -3.3% | 1.2 | 3.6 | 6.6 | x | x | 71.5 | 82.4 | i | -1.1 | 0.2 | 495 | -0.9 | 950 | -0.617 | -0.244 | -0.678 | 0.883 | -4.2%

Screens from PubChem BioAssay.
